Compound activity from PubChem BioAssay.
FAS TE block = FAS thioesterase (human) inhibition | recombinant FAS-TE, OMFH fluorogenic substrate, fluorescence endpoint | inhibition, % at 15 µM | 0.67% of 360,000 active | AID 602261;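 active = compounds whose normalised, plate-corrected inhibition of enzyme fluorescence in the single-dose primary screen is 50% or more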;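 note: 0% = DMSO with enzyme and 100% = substrate without enzyme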
MsrA inh = inhibitors of bovine MsrA | purified bovine MsrA, absorbance read-out | inhibition, % at 15.5 µM | 0.75% of 360,000 active | AID 651718; in the data active = inhibition above about 4.5%;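 note: 0% = vehicle wells with enzyme and 100% = reference inhibitor wells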
Neddylation inh = inhibitors of human cullin neddylation; P61081+Q13564; TR-FRET cullin neddylation, biochemical; calls only at 25 µM; 0.58% of 360,000 active; AID 651699; in the data active = inhibition above about 36%
Target sequence (P61081 whole entry, looked up): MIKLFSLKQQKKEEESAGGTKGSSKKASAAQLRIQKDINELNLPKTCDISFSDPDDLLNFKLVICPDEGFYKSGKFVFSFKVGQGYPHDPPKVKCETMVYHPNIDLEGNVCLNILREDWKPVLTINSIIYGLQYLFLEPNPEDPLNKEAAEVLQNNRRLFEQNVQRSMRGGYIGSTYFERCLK
Target sequence (Q13564 whole entry, looked up): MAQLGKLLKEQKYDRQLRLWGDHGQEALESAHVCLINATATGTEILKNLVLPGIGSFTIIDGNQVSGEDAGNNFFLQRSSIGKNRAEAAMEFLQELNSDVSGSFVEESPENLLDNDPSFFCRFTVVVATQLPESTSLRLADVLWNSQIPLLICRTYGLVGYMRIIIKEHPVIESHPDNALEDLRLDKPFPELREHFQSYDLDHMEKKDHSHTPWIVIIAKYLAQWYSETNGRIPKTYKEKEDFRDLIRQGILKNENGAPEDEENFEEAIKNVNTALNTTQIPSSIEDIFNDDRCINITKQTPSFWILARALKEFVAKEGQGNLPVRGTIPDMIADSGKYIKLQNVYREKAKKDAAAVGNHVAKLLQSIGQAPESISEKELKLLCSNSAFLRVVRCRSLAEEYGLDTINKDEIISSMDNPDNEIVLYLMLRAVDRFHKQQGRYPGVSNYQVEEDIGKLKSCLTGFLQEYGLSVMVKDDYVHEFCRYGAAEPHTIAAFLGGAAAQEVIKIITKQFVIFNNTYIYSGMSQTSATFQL
E coli Lon inh = E. coli protease La inhibition; purified E. coli Lon protease, fluorescence polarization; inhibition, % at 7.94 µM; P0A9M0; 0.42% of 360,000 active; in the data active = inhibition above about 13%, passing the limit was not always enough;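 note: 0% = enzyme with probe and DMSO and 100% = no enzyme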
MLLE-PAM2 inh = blocks PAM2 peptide binding to the PABP1 MLLE domain | inhibition, % at 20 µM | 0.36% of 360,000 active | GST-MLLE / FITC-PAM2 fluorescence polarization | P11940; in the data active = inhibition above about 35%, passing the limit was not always enough;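 note: plate controls were DMSO wells with GST-MLLE for no effect and wells lacking GST-MLLE protein for full effect; some results filed as inactive read as strong as hits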
bovine MsrA act = activates bovine MsrA enzyme. purified bovine MsrA, absorbance read-out. activation, % at 10.6 µM. 0.3% of 360,000 active. AID 602163; in the data active = activation above about 7.5%;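 note: 0% = vehicle and 100% = reference activator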
Rin1 Abl inh = inhibitors of human Rin1-Abl protein interaction; TR-FRET Rin1/Abl binding, biochemical; 0.4% of 360,000 active; inhibition, % at 7.35 µM; in the data active = inhibition above about 5%, passing the limit was not always enough
TbMetRS inhib = Trypanosoma brucei MetRS inhibition | inhibition, % at 11.9 µM | purified T. brucei MetRS, ATP depletion, Kinase-Glo luminescence | 0.4% of 360,000 active;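 active = inhibition above a per-plate cutoff of the control wells' mean inhibition plus 3 SD, cut at about 5.5% in these data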;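 note: 0% = DMSO wells median and 100% = median of wells with control inhibitor compound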
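Test system – parasite MetRS enzyme · Reagent – substrates ATP, L-methionine and bulk Escherichia coli tRNA · Doses – 11.9 µM compound single dose, 0.9% DMSO · Times – 15 min enzyme-compound preincubation, 2 h reaction, 10 min detection, 25 °C · Signal – Kinase-Glo luminescence, ATP depletion format · Controls – DMSO-only wells as low control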
CSN deneddyl inh = CSN deneddylation inhibition; Purified CSN, SCF-Nedd8-OG deneddylation, fluorescence polarization; 0.38% of 360,000 active; Q92905; AID 651999; inhibition, % at 12.5 µM;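 active = pattern-corrected inhibition above about 35%, with an unprinted fluorescence ratio check between 0.5 and 1.5, limit read from the data, passing the limit was not always enough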;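 note: 0% = enzyme with substrate and 100% = substrate without enzyme; some results filed as inactive read as strong as hits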
Target sequence (Q92905 whole entry, looked up, one chain of several): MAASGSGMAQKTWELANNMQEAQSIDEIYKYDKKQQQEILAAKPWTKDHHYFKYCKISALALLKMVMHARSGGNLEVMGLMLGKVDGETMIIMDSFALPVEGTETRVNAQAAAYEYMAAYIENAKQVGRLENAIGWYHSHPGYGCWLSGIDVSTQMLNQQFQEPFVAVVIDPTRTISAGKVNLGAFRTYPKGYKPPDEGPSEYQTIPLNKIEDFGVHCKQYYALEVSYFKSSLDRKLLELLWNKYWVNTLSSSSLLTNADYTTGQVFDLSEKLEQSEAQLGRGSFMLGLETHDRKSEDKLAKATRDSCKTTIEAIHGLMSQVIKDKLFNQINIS
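Assay system: HEK293T-derived human Csn5 enzyme; quantity: 0.24 nM enzyme; medium: Tris/NaCl/DTT buffer, pH 7.5; also added: substrate SCFSkp2-Nedd8OG, 10 nM; doses: 12.5 µM compound; schedule: 90 min reaction at room temperature; signal: FP; read-out: % inhibition of substrate cleavage by Csn5; benchmarks: substrate-only high control, full reaction low control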
Active calls of the source: *; i = inactive; · = no result given.

Codes – A = FAS TE block; B = MsrA inh; C = Neddylation inh; D = E coli Lon inh; E = MLLE-PAM2 inh; F = bovine MsrA act; G = Rin1 Abl inh; H = TbMetRS inhib; I = CSN deneddyl inh
molecule: COc1ccc(NC(=O)CN(c2c(C)cccc2C)S(C)(=O)=O)cc1
  A: -3; B: 2.0; C: i; D: -12; E: 2; F: 0; G: 0; H: -0.1; I: 0
molecule: Cc1ccc(N/C=C(\[N+](=O)[O-])S(=O)(=O)c2ccccc2)cc1
  A: -6; B: 1.8; C: i; D: -15; E: 0; F: 1; G: 0; H: 0.2; I: -8
molecule: Cc1nnsc1NC(=O)OCC(C)(C)C
  A: -4; B: -1.0; C: i; D: -7; E: -1; F: -6; G: 0; H: -0.9; I: 2
molecule: CCn1c(=O)cc(OCC(=O)NCCCN2CCC(C)CC2)c2ccccc21
  A: -8; B: -1.4; C: i; D: 2; E: 15; F: 0; G: 1; H: -0.2; I: 3
molecule: CCOC(=O)/C(N=Nc1c(Br)cc(Br)cc1Br)=C(\C)O
  A: 18; B: 0.1; C: i; D: -14; E: -4; F: -4; G: 5; H: -0.3; I: 3
molecule: CCOc1ccccc1CNC(=O)CCN1C(=O)COc2ccccc21
  A: -8; B: 0.1; C: i; D: 4; E: 5; F: -1; G: -4; H: -0.6; I: -3
molecule: Cc1ccc(F)cc1CNC(=O)C1CCC(=O)N(CCc2ccccc2)C1 (stereo not drawn)
  A: 3; B: -0.3; C: i; D: 0; E: -3; F: -2; G: 5; H: -0.3; I: -3
molecule: CC(C)Oc1ccc(C2CC(=O)N(Nc3ccc([N+](=O)[O-])cc3[N+](=O)[O-])C2=O)cc1 (stereo not drawn)
  A: 90*; B: 0.1; C: i; D: -2; E: -8; F: -4; G: -4; H: 0.6; I: -3
molecule: OCC1(Cc2cccc(Cl)c2)CCCN(Cc2cn[nH]c2C2CCCCC2)C1 (stereo not drawn)
  A: 1; B: -0.5; C: i; D: -4; E: 3; F: -4; G: 3; H: -0.7; I: -2
molecule: COc1ccc(S(=O)(=O)N(Cc2ccccc2)c2ccccc2C(=O)N2CCOCC2)cc1
  A: 4; B: -0.1; C: i; D: -3; E: -3; F: 1; G: 1; H: -0.5; I: 7
molecule: COc1ccccc1C(=O)Nc1ccc(Br)cc1C
  A: 16; B: 1.9; C: i; D: -5; E: -2; F: -3; G: -4; H: 0.0; I: -12
molecule: Nc1cc(N)nc(SCCc2ccccc2)n1
  A: -5; B: -0.1; C: i; D: 2; E: -3; F: -2; G: -1; H: -0.9; I: 6
molecule: CC(OC(=O)c1cccc(S(=O)(=O)N2CCCCC2)c1)C(=O)NCC1CCCCC1 (stereo not drawn)
  A: 11; B: 0.0; C: i; D: 3; E: -6; F: -1; G: 1; H: -0.3; I: 0
molecule: Cc1ccc(NC(=S)NCc2ccc3c(c2)OCO3)cc1
  A: 5; B: -0.8; C: i; D: -14; E: -66; F: 1; G: 0; H: -1.0; I: 6
molecule: CC(=O)N1C(C(=O)O)CSC1c1cccc(C)c1 (stereo not drawn)
  A: -10; B: 1.1; C: i; D: -2; E: 23; F: -12; G: 3; H: -1.3; I: -3
molecule: CCOc1cccc(C2/C(=C(/O)c3ccc4c(c3)CC(C)O4)C(=O)C(=O)N2Cc2cccnc2)c1 (stereo not drawn)
  A: -5; B: 3.7; C: i; D: -8; E: 8; F: -2; G: -2; H: -0.2; I: 3
molecule: Cc1ccc(S(=O)(=O)N2CCOCC2)cc1NC(=O)CN1CCN(C)CC1
  A: -6; B: -0.2; C: i; D: -4; E: -17; F: -3; G: 0; H: -0.3; I: -4
molecule: CCOc1ccc(CN(C)C(=O)[C@H](Cc2ccccc2)NC(=O)OCc2ccccc2)cc1OC
  A: 7; B: 0.0; C: i; D: 2; E: 10; F: -8; G: 0; H: -1.2; I: -2
molecule: NS(=O)(=O)c1ccc(CNC(=S)NC2CC2)cc1
  A: 1; B: -0.5; C: i; D: 2; E: 11; F: -1; G: 1; H: -0.3; I: -6
molecule: CCOP(=O)(c1ccc(N(C)C)cc1)C(O)c1ccccc1 (stereo not drawn)
  A: -10; B: -1.0; C: i; D: 7; E: -3; F: -3; G: -4; H: -0.2; I: 4
molecule: CCCCn1c(C2CCCCC2)nc2cc3[nH]c(=O)c(C(C)C)nc3cc21
  A: -20; B: 1.6; C: ·; D: -5; E: -31; F: 0; G: 1; H: 0.6; I: 1
molecule: CCOc1ccc(CNCCCSc2ncccn2)cc1
  A: -5; B: 1.2; C: i; D: -6; E: 4; F: 1; G: 1; H: -0.2; I: 0
molecule: CCNCC(=O)N1c2ccccc2CCc2ccc(NC(C)=O)cc21
  A: -5; B: -0.1; C: i; D: 3; E: 0; F: -8; G: 4; H: -1.4; I: 2
molecule: CCOC(=O)c1c(NC(=O)C2CCN(S(=O)(=O)c3cccs3)CC2)sc(C)c1C
  A: 16; B: -0.5; C: i; D: -6; E: 1; F: -2; G: 6; H: -1.2; I: -6
molecule: Cc1ccc(C(=O)n2nc(-c3ccco3)nc2N)cc1
  A: 8; B: 0.1; C: i; D: -3; E: -1; F: -4; G: -1; H: -1.1; I: 5
molecule: CCc1nc2c(OCCn3cccc3)cccn2c1N(C)C(=O)c1ccco1
  A: -5; B: 0.9; C: i; D: -10; E: 1; F: -3; G: -1; H: -0.3; I: -4
molecule: COC(=O)c1c(NC(=O)CN2C(=O)NC3(CCc4ccccc4C3)C2=O)sc2c1CCCCC2 (stereo not drawn)
  A: -4; B: 0.4; C: i; D: 3; E: 4; F: -2; G: -3; H: -0.4; I: 4
molecule: CCCCNC(=S)NNC(=O)c1sccc1C
  A: -9; B: ·; C: i; D: -6; E: -2; F: -13; G: -2; H: -1.4; I: 2
molecule: CC1CCCC(C)N1C(=O)COC(=O)c1n[nH]c(=O)c2ccccc12 (stereo not drawn)
  A: -4; B: -0.7; C: i; D: -4; E: 4; F: -1; G: 1; H: -0.1; I: 3
molecule: Cc1csc(SCC(=O)Nc2ccccc2C)n1
  A: -7; B: 0.2; C: i; D: 2; E: 14; F: 1; G: -2; H: -0.2; I: 0
molecule: Cc1ccc(S(=O)(=O)n2nc(C)c(Br)c2C)c(C)c1C
  A: 16; B: 0.6; C: i; D: 2; E: 19; F: 3; G: 3; H: -0.2; I: -3
molecule: O=C(O)c1nn(CCOc2cccc(Cl)c2)c(=O)c2ccccc12
  A: 14; B: -0.7; C: i; D: 10; E: -6; F: -2; G: 1; H: -0.2; I: -6
molecule: CN(CC(=O)Nc1ccccc1F)CC(=O)Nc1ccc(F)c(F)c1F
  A: 0; B: 1.8; C: i; D: -3; E: -11; F: -8; G: 2; H: -0.7; I: -2
molecule: Cc1cccc(C)c1NC(=O)Nc1nc(C(N)c2ccccc2Cl)cs1 (stereo not drawn)
  A: -4; B: -0.3; C: i; D: 4; E: -3; F: -2; G: 3; H: -0.3; I: 4
molecule: Cc1cc(/C=N/n2cnnc2)c(C)n1-c1ccc(OCc2ccccc2F)cc1
  A: -4; B: -0.5; C: i; D: -9; E: -41; F: -2; G: 4; H: -0.6; I: 0
molecule: O=C(c1cc2n(n1)C(C(F)(F)F)CC(c1ccco1)N2)N1CCc2ccccc2C1 (stereo not drawn)
  A: 3; B: 0.3; C: i; D: -5; E: -26; F: 7; G: -1; H: 0.1; I: 1
molecule: Cc1ccccc1OC1C(=O)N(Cc2ccc3c(c2)OCO3)C1c1sccc1C (stereo not drawn)
  A: 34; B: -0.6; C: i; D: -6; E: 6; F: -4; G: 3; H: -0.8; I: 6
molecule: Cc1ccc(S(=O)(=O)N2CCN(C(=O)CN3CCCC3)C2)cc1
  A: -3; B: -0.7; C: i; D: 3; E: -2; F: -6; G: -1; H: -0.5; I: -2
molecule: CCOC(=O)C(CCCOc1ccc(C)cc1)C(=O)OCC
  A: 10; B: 0.3; C: i; D: 5; E: -13; F: 1; G: 0; H: -0.5; I: -1
molecule: Cc1ccc(-c2noc(-c3c(C)noc3C)n2)cc1
  A: -3; B: 0.4; C: i; D: 2; E: -10; F: -1; G: 1; H: -0.9; I: -1

Laid out differently: entries from further up
SMILES	FAS TE block	MsrA inh	Neddylation inh	E coli Lon inh	MLLE-PAM2 inh	bovine MsrA act	Rin1 Abl inh	TbMetRS inhib	CSN deneddyl inh
Cc1ccc(-c2noc(-c3c(C)noc3C)n2)cc1	-3	0.4	i	2	-10	-1	1	-0.9	-1
CCOC(=O)C(CCCOc1ccc(C)cc1)C(=O)OCC	10	0.3	i	5	-13	1	0	-0.5	-1
Cc1cc(/C=N/n2cnnc2)c(C)n1-c1ccc(OCc2ccccc2F)cc1	-4	-0.5	i	-9	-41	-2	4	-0.6	0
Cc1ccccc1OC1C(=O)N(Cc2ccc3c(c2)OCO3)C1c1sccc1C (stereo not drawn)	34	-0.6	i	-6	6	-4	3	-0.8	6
O=C(O)c1nn(CCOc2cccc(Cl)c2)c(=O)c2ccccc12	14	-0.7	i	10	-6	-2	1	-0.2	-6

(cont.)
Codes – A = FAS TE block; B = MsrA inh; C = Neddylation inh; D = E coli Lon inh; E = MLLE-PAM2 inh; F = bovine MsrA act; G = Rin1 Abl inh; H = TbMetRS inhib; I = CSN deneddyl inh
molecule: COc1ccc(/C=N/NC(=O)C2C3CCCCC32C)cc1OC (stereo not drawn)
  A: -2; B: 1.0; C: i; D: 10; E: 0; F: -4; G: -3; H: -0.9; I: 14
molecule: COc1ccc(S(=O)(=O)N2CCN(C(=O)NCc3ccccc3)CC2)cc1
  A: 0; B: -0.6; C: i; D: -8; E: -7; F: -3; G: 1; H: -0.5; I: 2
molecule: C=CCSc1nc2c(cc1C#N)CCC2
  A: 19; B: -0.3; C: i; D: -2; E: -4; F: -4; G: 1; H: 0.0; I: 9
molecule: CCOC(=O)c1c(NC(=O)CSc2nnc(CNc3ccc(Cl)cc3)o2)sc(C)c1C
  A: 24; B: -0.7; C: i; D: 5; E: -12; F: -1; G: 0; H: -1.1; I: 2
molecule: O=C1CCC(=O)N1c1ccc(CSc2nnnn2C2CCCCC2)cc1
  A: -7; B: -1.0; C: i; D: 2; E: 20; F: 1; G: 0; H: -0.9; I: 3
molecule: CCCOc1ccc(Cc2c(Cl)nc(SC)nc2OC)cc1
  A: 35; B: -0.8; C: i; D: -4; E: 4; F: -3; G: 0; H: -0.1; I: -2
molecule: CCc1ccc2[nH]c(=O)c(CN(CCN(CC)CC)C(=O)Nc3ccccc3OC)cc2c1
  A: -7; B: 1.8; C: i; D: -3; E: -9; F: -2; G: -3; H: -0.4; I: 2
molecule: C=CCNC(=S)N1CCN(c2ncc(C(F)(F)F)cc2Cl)CC1
  A: 0; B: 1.4; C: i; D: 2; E: -141; F: -8; G: 0; H: -0.1; I: 2
molecule: CC(C)(C)NC(=O)CSc1nncn1NCc1cccc2ccccc12
  A: -4; B: 0.9; C: i; D: 5; E: -45; F: -3; G: 0; H: -1.9; I: 1
molecule: COc1ccc(C2NC(=O)C(C#N)=C(S)N2c2ccc(C)cc2)cc1OC (stereo not drawn)
  A: -1; B: 0.8; C: i; D: -7; E: 16; F: -9; G: 1; H: -0.2; I: 0
molecule: C=CCc1ccccc1OCC(O)CNC(C)C (stereo not drawn)
  A: -6; B: -0.2; C: i; D: -11; E: 5; F: -2; G: -5; H: -1.4; I: 4
molecule: O=C(c1cc(Cl)cc(Cl)c1)N1CCC2CC1c1cc(N3CCCCC3)ccc12 (stereo not drawn)
  A: 12; B: -0.4; C: i; D: -3; E: -22; F: 0; G: 0; H: -1.0; I: -4
molecule: CCSC1=C(C#N)C(c2ccc(OC)c(OC)c2)CC(=O)N1 (stereo not drawn)
  A: -5; B: -0.8; C: i; D: -2; E: 0; F: -3; G: -2; H: -0.7; I: 1

Hits appear at their usual frequency, and some 4% of all compounds hit somewhere here.
